# mcGAS inh = inhibitors of mouse cGAS | 160,000 compounds, 0.15% hits | recombinant cGAS, Kinase-Glo ATP depletion luminescence | inhibition, % at 12.5 µM;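 also: 0% = negative control wells and 100% = reference inhibitor with no enzyme activity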
# hcGAS lum = human cGAS inhibition. Q8N884. recombinant h-cGAS, ATP depletion, Kinase-Glo luminescence. inhibition, % at 12.5 µM. 290,000 compounds, 0.081% hits. AID 1259398;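 also: 0% = vehicle reaction and 100% = reaction without DNA for no activity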
# Target sequence (Q8N884 whole entry, looked up): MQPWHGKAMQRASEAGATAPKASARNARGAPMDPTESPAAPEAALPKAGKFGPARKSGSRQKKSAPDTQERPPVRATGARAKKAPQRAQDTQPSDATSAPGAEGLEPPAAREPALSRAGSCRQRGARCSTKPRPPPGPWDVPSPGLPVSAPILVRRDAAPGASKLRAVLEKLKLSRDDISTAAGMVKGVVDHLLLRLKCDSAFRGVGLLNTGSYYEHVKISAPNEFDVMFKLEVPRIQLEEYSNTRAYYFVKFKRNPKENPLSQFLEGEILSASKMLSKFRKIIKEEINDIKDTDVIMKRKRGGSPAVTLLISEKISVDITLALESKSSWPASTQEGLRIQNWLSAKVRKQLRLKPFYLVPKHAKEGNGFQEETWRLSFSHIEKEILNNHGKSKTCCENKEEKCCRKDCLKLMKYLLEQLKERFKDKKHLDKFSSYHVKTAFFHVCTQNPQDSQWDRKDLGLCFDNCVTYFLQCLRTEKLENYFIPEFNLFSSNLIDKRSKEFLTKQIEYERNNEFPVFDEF
# NPYLR7 ag = activates Aedes aegypti NPYLR7 receptor; HEK293T NPYLR7/Galpha15, GCaMP6s calcium fluorescence; activation, % at 10 µM; 270,000 compounds, 0.15% hits; AID 1259423; in the data active = activation above about 40%;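 also: 0% = vehicle and 100% = reference agonist at the receptor; some compounds past the cut are filed as inactive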
# * marks the source's active call; other numbers are inactive results; · = no result given; & = joins results of further samples. Rule as the data show it, unless noted: active = inhibition above about 40%; inactive = the rest.
SMILES,mcGAS inh,hcGAS lum,NPYLR7 ag
O=C(c1cccs1)N1CCOC(Cc2cccc(C(F)(F)F)c2)C1 (stereo not given),·,1,4
CCOc1ccccc1N1CCN(S(=O)(=O)c2ccc(OC)c(OC)c2)CC1,-3,3,-1
Cc1nc(CN2CCOC(c3nc(C(C)C)n[nH]3)C2)oc1C (stereo not given),·,-8,3
COc1ccc(-n2c(=O)[nH]c3c(C(N)=O)nc(-c4cccc(Cl)c4)nc32)cc1OC,-1,-4,-8
O=C(c1cc(-c2ccccc2)nc2ccccc12)N1CCCC(c2ccn[nH]2)C1 (stereo not given),-18,-5,1
CC(=O)N1CCC(N2CCC(O)(c3ccccc3C)C2)CC1 (stereo not given),·,-4,1
O=C(NCc1n[nH]c2c1CCCCC2)c1cn(CCCc2ccccc2)nn1,-17,-3,1
CC(C)OCCCNC(=O)CCc1nc2sc3c(c2c(=O)[nH]1)CCCC3,-2,4,3
O=C(CC(c1cccc(F)c1)c1c[nH]c2ccccc12)NC1CC1 (stereo not given),-1,-1,1
c1cnc2c(-c3cc(N4CCOCC4)ncn3)cccc2c1,-8,-10,·
O=C(NNS(=O)(=O)c1cccc(Cl)c1)c1cncn1-c1ccc(F)cc1,·,-1,5
O=C(O)C1CCCN1C=CC(=O)C(F)(F)F (stereo not given),·,-3,2
CCc1nc2ccc(C(=O)NCCOc3ccc(OC)cc3)cn2c1N(C)Cc1nccn1C,1,-1,-2
O=S(=O)(Nc1ccccc1-n1ccnn1)c1c(F)cc(F)cc1Br,·,-7,9
O=C(Nc1cc(F)c(N2CCCC2)c(F)c1)C1Cc2ccccc2O1 (stereo not given),·,0,3
Cc1nnsc1CN(C)C(=O)c1ccc(-c2noc(C3CC3)n2)cc1,-2,-1,-7
O=C(c1cccs1)N1CCN(C(C(=O)N2CCCC2)C2CCCC2)CC1 (stereo not given),-4,-6,-7
COc1ccc2cc(C3CN(S(=O)(=O)N(C)C)CCO3)ccc2c1 (stereo not given),-11,-5,·
Cc1cccc(-c2nc3cc(C)ccn3c2Nc2c(C)cccc2C)c1,0,5,-4
N#CCCNC(=O)c1ccc(-c2cc(-c3cccc4ccccc34)[nH]n2)cc1,-3,-3,4
CNC(=O)C1CCCN1C(=O)CN1CCc2c(ncn2C2CC2)C1 (stereo not given),·,-3,8
CCOc1ncccc1C(=O)N[C@H]1C[C@@H](C(=O)OC)N(C)C1,·,2,1
CC(=O)N1CCc2cc(NC(C)c3nnnn3-c3ccccc3)ccc21 (stereo not given),-13,-9,3
CCCCN(C)c1c(CC)nc2ccc(C(=O)Nc3ccc(NC(C)=O)cc3)cn12,-1,-3,2
CN1CCN([C@@H]2CCN(c3ccc4ccccc4n3)C[C@H]2O)CC1,·,4,1
CNC(=O)CSc1nnc2n1CCN2c1ccc(F)cc1,-8,-6,3
N#Cc1csc(CNc2ccn(Cc3ccccc3)n2)c1,-12,-5,-6
COc1ccc(N2CCN(C(=O)C3CC=CCC3C(=O)N[C@H](C)C(C)(C)C)CC2)cc1 (stereo not given in full),·,-6,-6
CN(CCC(C)(C)O)C(=O)/C=C/c1cnn(C)c1,·,-5,15
CC1CCN(C(=O)CN2CCC(c3nc(C4CC4)n[nH]3)CC2)CC1,-7,-16,10
O=C1C(=O)N(CC(O)CN2C(=O)C(=O)c3ccccc32)c2ccccc21,4,1,-1
OC1(Cc2cc(-c3ccccc3)no2)CCN(Cc2nccs2)CC1,-8,-5,-2
O=C1C=C(O)c2ccccc2C1=O,1&16,-11&2&5,0&-3&-20
Cc1ccc(-c2cnc(-c3ccccc3C(=O)N3CCCN(C(N)=O)CC3)o2)cc1,-16,-7,-4
CCn1cc(-c2nc(-c3ccc(C(F)(F)F)cc3)no2)c(=O)c2cc(F)c(N3CCOCC3)cc21,-5,-5,3
CS(=O)(=O)NC1CCN(C(=O)c2cn(Cc3ccc(F)cc3)nn2)CC1,·,0,-3
O=C(CSc1ncnc2c1cnn2-c1ccc(F)cc1)Nc1ccon1,·,-6,10
CC(=O)N1CCN(C(=O)NCCS(=O)(=O)c2ccccc2)CC1,·,-6,4
CN1CCOC(C(=O)NCC2(Cc3ccccc3)CCC2)C1 (stereo not given),-8,-11,11
COc1ccc(-c2nnc(NC(=O)C(C)NC(=O)c3ccc(C)c([N+](=O)[O-])c3)s2)cc1 (stereo not given),-4,-11,19
O=C(NNC(=O)c1cccc(S(=O)(=O)N2CCCC2)c1)c1ccc(Cl)cc1,·,-6,-6
O=C(Nc1nnc(-c2ccc(Br)cc2)s1)C1CCCN1S(=O)(=O)c1cccc2cccnc12 (stereo not given),-9,-9,26
O=S(=O)(NCc1cn2ccccc2n1)c1cc(F)ccc1F,·,-5,4
c1csc(-c2nc(CSc3nnc(C4CC4)n3C3CC3)co2)c1,·,-4,-1
O=C(CN1CCN(S(=O)(=O)c2ccccc2)CC1)NC1CCCCCC1,-5,-2,0
CC(C)(C)c1ccc(C(=O)Nn2cnc3c(cnn3C(C)(C)C)c2=O)cc1,·,-16,4
Cc1nc(CN(C)Cc2cn(C)nc2-c2cccc(Cl)c2)cs1,·,-3,1
CCCc1ccc(CN2CCN(C)C3(CCN(C(=O)COC)CC3)C2)o1,-17,-5,4
O=C(NCc1cccc(CO)c1)N1CCC2(CCCCC2)C1,·,-4,-26
N#Cc1ccccc1S(=O)(=O)Nc1ccc2c(c1)CCC2,-8,-12,0
CS(=O)(=O)c1ccc(NS(=O)(=O)c2cc(C(F)(F)F)ccc2Cl)cc1,·,-5,10
N#Cc1ccccc1CSc1nnc(N)s1,·,-7,10
Cc1nc2ncc3c(=O)n(CC4CCCO4)ccc3n2n1 (stereo not given),·,-8,3
Cc1c(NC(=S)NC(=O)c2ccc(F)cc2)c(=O)n(-c2ccccc2)n1C,-5,-3,-7
O=S1(=O)c2cnccc2O[C@@H](COCc2ccccc2)CN1Cc1cccs1,-4,5,11
Cc1ccc(C(=O)NCCN2CCS(=O)(=O)CC2)cc1S(C)(=O)=O,·,-6,4
CCOC(=O)c1cc(-c2ccc(N3CCN(C(=O)c4nnc(-c5ccccc5)o4)CC3)cc2)n(-c2ccccc2Cl)n1,-4,-2,·
COc1ccc2oc(=O)c(C(=O)NCc3ccc(F)cc3)cc2c1,-6,-4,-4
O=C(C1CCCO1)N1CCC(c2nn3c(C4CCCC4)nnc3s2)CC1 (stereo not given),·,-8,2
CN(C)C(=O)COc1ccc(C(=O)C=Cc2cc(Br)ccc2OC(F)F)cc1,-3,-2,-1

# Reprinted at random: three compounds from above.
SMILES,mcGAS inh,hcGAS lum,NPYLR7 ag
CN(C)C(=O)COc1ccc(C(=O)C=Cc2cc(Br)ccc2OC(F)F)cc1,-3,-2,-1
O=C1C(=O)N(CC(O)CN2C(=O)C(=O)c3ccccc32)c2ccccc21,4,1,-1
O=C(C1CCCO1)N1CCC(c2nn3c(C4CCCC4)nnc3s2)CC1 (stereo not given),·,-8,2

# 4 entries from above, bar-delimited.
structure | mcGAS inh | hcGAS lum | NPYLR7 ag
COc1ccc(N2CCN(C(=O)C3CC=CCC3C(=O)N[C@H](C)C(C)(C)C)CC2)cc1 (stereo not given in full) | · | -6 | -6
CN(CCC(C)(C)O)C(=O)/C=C/c1cnn(C)c1 | · | -5 | 15
CC1CCN(C(=O)CN2CCC(c3nc(C4CC4)n[nH]3)CC2)CC1 | -7 | -16 | 10
O=C1C(=O)N(CC(O)CN2C(=O)C(=O)c3ccccc32)c2ccccc21 | 4 | 1 | -1

# Remaining list, next part.
SMILES,mcGAS inh,hcGAS lum,NPYLR7 ag
O=C(Cn1c(C(F)(F)F)nc2ccccc21)NCCc1ccccc1,-5,-2,1
CCOc1ccccc1-c1nc(CN2CCCCC2c2cccc(OC)c2)c(C)o1 (stereo not given),-4,-4,-9
N#C/C(=C\c1ccc2noc(-c3ccccc3)c2c1)C(=O)Nc1ccc([N+](=O)[O-])cc1,-6,-5,2
O=c1nc(SCc2c(F)cccc2Cl)c2c([nH]1)CCCC2,-8,-1,0
C=CCn1c(SCC(=O)N2CCOCC2)nc2scc(-c3ccc(Cl)cc3)c2c1=O,-6,-3,-8
COC(=O)c1ccccc1C(=O)N1CCCN(C)C2(CCN(C)CC2)C1,-12,-5,6
C=c1ccccc1=c1[nH]/c(=C/c2ccccc2F)c(=O)o1,·,-4,-8
Cc1cc(N=Cc2nc(-c3ccc(Br)cc3)oc2O)no1,-6,-4,7
Cc1ccc(-c2cc(C(=O)NCCc3ccc(Cl)cc3Cl)n(-c3ccccc3)n2)o1,-5,-6,16
CCOc1ccccc1C(=O)Nc1ccc(N2CCN(C(=O)c3ccccn3)CC2)nc1,-7,-7,-3
O=C(CCC1CCN(C(=O)C2CC(=O)N(Cc3cccnc3)C2)CC1)NC1CC1 (stereo not given),·,-8,18
COc1ccc(N(C(=O)c2cc(=O)[nH]c3ccccc23)C2=NC(C)(C)CS2)cc1,·,2,-10
Cn1cc(S(=O)(=O)Nc2ccc(Oc3ccccc3)cc2)c(=O)n(C)c1=O,-6,-13,-1
Cc1[nH]c2c(CNC(=O)c3ccc[nH]3)cc(F)cc2c1C,·,1,19
CC(C)N(CC1COc2ccccc2O1)C(=O)CN1CCCN(C)CC1 (stereo not given),-10,-6,13
Cc1cccc(NC(=O)CSc2nc(=O)n3cccc(C)c3n2)c1C,·,0,17
CCCC1C=CCN1C(=O)c1cc(COc2ccccc2)[nH]n1 (stereo not given),·,-6,3
CC1(C)O[C@@H]2C[C@@](OCc3cccc(C(F)(F)F)c3)(C(=O)NCC3CCCO3)CC(OCc3ccc(C#N)cc3)[C@@H]2O1 (stereo not given in full),-6,-5,23
COc1cccc(C(CNC(=O)N2CCc3ccccc32)N(C)C)c1 (stereo not given),·,-3,-3
COc1ccc(CN2CCNC(=O)CC2)cc1SC(F)(F)F,-17,-16,3
CCc1nc2n(n1)CCCC2NC(=O)C1(Cc2ccccc2)CCC1 (stereo not given),·,-2,0
Cc1cc(N=Nc2c(Br)n[nH]c2C)n[nH]1,·,-5,1
COc1cc(C#Cc2ccc3nnc(-c4ccc(OCCCN(C)C)cc4)n3c2)cc(OC)c1,0,3,8
Cc1cccc(NCN2C(=O)C3C4C=CC(C4)C3C2=O)c1 (stereo not given),·,-4,-3
Cn1c(=O)c(C(=O)Nc2nccs2)c(O)c2ccccc21,-3,2,-3
CC(C)=CC1C(C(=O)NC(C)c2ccc3c(c2)CCO3)C1(C)C (stereo not given),·,4,0
CC(=O)Nc1ccc(C(=O)N(Cc2cccc(C)c2)C(C)C)cc1,·,-9,12
CCOC(=O)C1=C(C)N=c2s/c(=C\c3ccco3)c(=O)n2C1c1ccccc1F (stereo not given),-1,1,-20
O=C(CSC(=S)N1CCCC1)NC(=O)NC12CC3CC(CC(C3)C1)C2,·,-18,-3
CN(C(=O)CCNC(=O)C(C)(C)C)c1ccccc1Oc1ccccc1,-10,-2,4

# 3 compounds already listed, arranged by formula weight, descending.
SMILES,mcGAS inh,hcGAS lum,NPYLR7 ag
CCOC(=O)C1=C(C)N=c2s/c(=C\c3ccco3)c(=O)n2C1c1ccccc1F (stereo not given),-1,1,-20
CC(=O)Nc1ccc(C(=O)N(Cc2cccc(C)c2)C(C)C)cc1,·,-9,12
Cn1c(=O)c(C(=O)Nc2nccs2)c(O)c2ccccc21,-3,2,-3

# (cont.)
SMILES,mcGAS inh,hcGAS lum,NPYLR7 ag
O[C@H]1CN[C@H](c2nc(-c3cnccn3)no2)C1,-5,-4,-10
O=S(=O)(NCc1ccccc1)N1CCCC1c1ccco1 (stereo not given),·,-1,5
CCC(C)C(NC(=O)Nc1cccc(Br)c1)C(=O)Nc1nnc(-c2cccc(OC)c2)s1 (stereo not given),-5,1,16
Cc1nn(C)c(NC(=O)C2CCCC2)c1C#N,·,-2,0
COc1cccc(NC(=O)NC(Cc2ccccc2)C(=O)Nc2nnc(-c3ccc4c(c3)OCO4)s2)c1 (stereo not given),-4,-9,27
CCn1cnnc1CCNc1ncnc2sc(C)c(C)c12,-11,-8,0
Cc1ccccc1-n1c(SCc2ccc(C(=O)NCC(C)C)cc2)nnc1-c1ccncc1,-4,-4,8
CC(C)(C)CN1CCCC2(CCN(C(=O)CCN3CCCCCC3=O)C2)C1 (stereo not given),-4,-1,-2
CN1CCN(C2CCOCC2)CC12CCNC(=O)CC2 (stereo not given),-4,-6,·
CN(CC(N)=O)C(=O)c1ccc(-c2ccc(Br)cc2)s1,·,-6,3
Cc1ccc(-c2nccn2CCC2CCCN2C)o1 (stereo not given),·,-9,-5
CCOC(=O)Cn1c(=O)c2c(nc3n2CC(C)CN3c2cccc(C)c2)n(C)c1=O (stereo not given),-7,-6,7
CCc1cccc(NC(=O)CCC(=O)N2CCC[C@H]2C(N)=O)c1,·,-6,0

# Compound activity as filed in PubChem BioAssay.
